T cell modulator – modulates CD8 T cell binding to vesicles | calls only at 7 µM | 2C CD8+ T cell-vesicle binding, flow cytometry; stronger effect = lower value | 330,000 compounds, 0.068% hits | AID 2052;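 active = response, share of CD8 T cells binding vesicles, and their 90th percentile fluorescence all below set limits, cut at about 80% in these data, passing the limit was not always enough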
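Test system: purified 2C TCR transgenic mouse naive CD8+ T cells. Probe or stimulus: QL9-peptide-loaded Drosophila micro-vesicles bearing Ld, ICAM-1 and B7-1. Incubation: binding step 1.5 h, 37 °C, antibody labelling 20 min, ice. Measured by: flow cytometry of vesicle-bound cells.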
NS5 inhibitors – Dengue-2 NS5 methyltransferase inhibitors, primary screen, biochemical, confirmation dose response (AID 588689); Dengue-2 NS5 methyltransferase capping enzyme assay, biochemical; higher % means a stronger effect; inhibition, % at 25 µM; hits with a dose series show IC50 in µM; 340,000 compounds, 0.3% hits; in the data active = a potency from the dose series; inconclusive = inhibition above about 29% without an active follow-up result
UTI89 phage lysis – inhibition of K1F phage lysis, E. coli UTI89, bacterial capsule biogenesis inhibitors, alamar blue (AID 488966) | E. coli UTI89 K1F phage lysis, alamar blue, 2 h; higher % means a stronger effect | one-dose inhibition, % at 100 µM; IC50 in µM for titrated hits | 340,000 compounds, 0.02% hits;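 active = phage lysis inhibition, versus mean bacterial control, above a set limit; inconclusive = no clear call, values can overlap the other calls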;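 also: capsule biogenesis inhibitors block K1F phage lysis so surviving cells raise fluorescence; higher fluorescence means more inhibition of phage lysis; actives were called in the ten point dose series up to 300 µM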
Large T inhibition – SV40 large T antigen inhibitors, biochemical (AID 1903); 310,000 compounds, 0.39% hits; SV40 large T antigen ATPase/helicase inhibition assay; higher % means a stronger effect; one-dose inhibition, % at 20 µM; IC50 in µM for titrated hits; in the data active = a potency from the dose series; inconclusive = inhibition mostly from about 32% at the one dose, without a potency; inactive = the rest, 99 in 100 with inhibition below about 32%; also: strong numbers were not always called active
NTR1 ag – NTR1-driven beta-arrestin-GFP spot formation – imaging, U2OS cells, high content, primary screen (AID 493036); P30989; agonist mode; activation, % at 20 µM; 330,000 compounds, 0.17% hits;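 active = activation at or above 40% of the spot to cytoplasm intensity ratio, with at least 20 cells analyzed; inconclusive = wells under 20 cells, flagged as cytotoxic or low count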;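 also: 0% = DMSO without peptide and 100% = 100 nM NTR1 peptide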
Target sequence (P30989 whole entry, looked up): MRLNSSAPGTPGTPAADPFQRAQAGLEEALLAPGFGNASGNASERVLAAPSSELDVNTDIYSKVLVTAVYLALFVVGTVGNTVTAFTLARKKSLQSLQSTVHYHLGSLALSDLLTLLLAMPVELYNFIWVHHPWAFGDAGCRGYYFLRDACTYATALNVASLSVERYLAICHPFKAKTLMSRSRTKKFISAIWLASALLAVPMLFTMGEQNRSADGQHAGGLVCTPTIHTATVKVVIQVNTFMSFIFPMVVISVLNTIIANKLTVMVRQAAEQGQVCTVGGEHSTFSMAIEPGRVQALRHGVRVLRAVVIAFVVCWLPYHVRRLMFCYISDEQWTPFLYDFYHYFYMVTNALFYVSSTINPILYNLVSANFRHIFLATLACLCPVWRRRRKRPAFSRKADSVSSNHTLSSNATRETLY
RSV antiviral HEp-2 – inhibition of RSV-induced cytopathic effect – HEp-2 cells, primary 10 µM value included (AID 2391); HEp-2 cells, RSV-induced CPE inhibition; higher % means a stronger effect; CPE inhibition, % at 10 µM; hits with a dose series show IC50 in µM; 310,000 compounds, 0.13% hits; in the data active = a potency from the dose series; inconclusive = CPE inhibition mostly from about 23% at the one dose, without a potency; inactive = the rest, 99 in 100 with CPE inhibition below about 21%; also: strong numbers were not always called active
West Nile antiviral – inhibition of WNV-induced cytopathic effect – cell-based, CPE readout (AID 1621); West Nile virus-infected cells, CPE inhibition; higher % means a stronger effect; one-dose CPE inhibition, % at 10 µM; IC50 in µM for titrated hits; 290,000 compounds, 0.02% hits; in the data active = a potency from the dose series; inconclusive = CPE inhibition mostly from about 3.7% at the one dose, without a potency; inactive = the rest, 99 in 100 with CPE inhibition below about 2.2%; also: strong numbers were not always called active
PhoP inhibition – inhibitors of PhoP regulon expression, primary screen, Salmonella Typhimurium, GFP reporter (AID 1863); S. Typhimurium PhoP-regulated promoter GFP reporter, 4 h; higher % means a stronger effect; 300,000 compounds, 0.16% hits; inhibition, % at 50 µM; hits with a dose series show IC50 in µM;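 active = inhibition over 29.93%, a cutoff 3 SD above the screen mean, later confirmed by dose response; inconclusive = inhibition over 29.93% but no dose response follow-up; inactive = inhibition at most 29.93% or unconfirmed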;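 also: 0% = low Mg2+ inducing control and 100% = high Mg2+ repressing control; strong numbers were not always called active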
Rac1 GTP hydrolysis – MgcRacGAP GTPase-activating activity inhibitors, confirmation, biochemical, ADP Hunter fluorescence. MgcRacGAP-stimulated Rac1 GTP hydrolysis, ADP Hunter fluorescence; higher % means a stronger effect; GST-tagged Rac1 F28L mutant substrate. 340,000 compounds, 0.6% hits. one-dose inhibition, % at 30 µM; IC50 in µM for titrated hits;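 active = first-screen hits whose inhibition reached a set limit at any dose in the follow-up dose series; inconclusive = inhibition above the set first-screen limit but never retested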;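 also: fluorescence reports GDP produced by GAP-driven GTP hydrolysis; strong numbers were not always called active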
T cell modulator vesicle-bound % – also measured in T cell modulator; calls as there; double positive events, %; measured here: CD8+ vesicle-bound cell fraction;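 binding gate set so that unloaded-vesicle control wells show 10% double positive cells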
NTR1 ag cell count 20 µM – further read-out of NTR1 ag, marked with its call; cell count; measured here: cell count, cytotoxicity flag
The depositor's hits bear a star; [ ] = remark or other dose. Random draw from the library. About 1.5% of those tested had a hit in this group.

Cc1cc(N2CCOCC2)nc2ccc(NC(=S)N3CCN(Cc4ccccc4)CC3)cc12 was read as T cell modulator inactive, NS5 inhibitors -2%, UTI89 phage lysis 0.2%, Large T inhibition 28%, NTR1 ag 6.5, RSV antiviral HEp-2 17%, West Nile antiviral -0.2%, PhoP inhibition -7%, Rac1 GTP hydrolysis 10%, T cell modulator vesicle-bound % 51 and NTR1 ag cell count 20 µM 80.
For OCCNc1nc(SCc2ccccc2)nc2sc3c(c12)CCC3 the results were NS5 inhibitors -15%, UTI89 phage lysis -0.3%, Large T inhibition 1%, PhoP inhibition 7% and Rac1 GTP hydrolysis 9%.
For CSc1ccc(S(=O)(=O)NC2CC3CCC2C3)cc1 (stereo not given) the results were T cell modulator inactive, NS5 inhibitors 5%, UTI89 phage lysis 1.1%, Large T inhibition 0%, NTR1 ag 4.1, RSV antiviral HEp-2 15%, West Nile antiviral -1.9%, PhoP inhibition -3%, Rac1 GTP hydrolysis 13%, T cell modulator vesicle-bound % 30 and NTR1 ag cell count 20 µM 49.
CC(C)CCc1c(O)nc(SCC(C)C)[nH]c1=O was read as T cell modulator inactive, NS5 inhibitors -1%, UTI89 phage lysis 1.3%, Large T inhibition 8%, NTR1 ag 0.3, RSV antiviral HEp-2 4.3%, West Nile antiviral 0.1%, PhoP inhibition -8%, Rac1 GTP hydrolysis 1%, T cell modulator vesicle-bound % 42 and NTR1 ag cell count 20 µM 64.
For C=CCn1c(SCC(=O)c2ccc(Cl)cc2)nnc1-c1ccc2c(c1)OCO2 the results were T cell modulator inactive, NS5 inhibitors -1%, UTI89 phage lysis 0.3%, Large T inhibition 10%, NTR1 ag 1.7, RSV antiviral HEp-2 1.2%, West Nile antiviral -1.6%, PhoP inhibition -1%, Rac1 GTP hydrolysis 5%, T cell modulator vesicle-bound % 41 and NTR1 ag cell count 20 µM 65.
`CCC1=Nc2cc(C(=O)NCc3ccco3)ccc2Sc2ccc(C)cc21` gave T cell modulator inactive, NS5 inhibitors -11%, UTI89 phage lysis 0.3%, Large T inhibition 14%, RSV antiviral HEp-2 3.6%, West Nile antiviral -0.6%, PhoP inhibition 0%, Rac1 GTP hydrolysis 0% and T cell modulator vesicle-bound % 33.
Screening COc1cc(NC(=O)C2CCN(S(=O)(=O)c3ccc(Cl)cc3)CC2)ccc1-n1cnnn1 returned T cell modulator inactive, NS5 inhibitors -7%, UTI89 phage lysis -0.1%[50 µM], Large T inhibition -3%, NTR1 ag 0.7, RSV antiviral HEp-2 7.4%, West Nile antiviral -0.5%, PhoP inhibition -1%, Rac1 GTP hydrolysis 0%, T cell modulator vesicle-bound % 31 and NTR1 ag cell count 20 µM 58.
O=C(CSC1=NCCS1)Nc1nc(-c2ccccc2)cs1 was read as T cell modulator inactive, NS5 inhibitors -1%, UTI89 phage lysis -0.5%, Large T inhibition 0%, NTR1 ag 4.9, RSV antiviral HEp-2 0.9%, PhoP inhibition 9%, Rac1 GTP hydrolysis -4%, T cell modulator vesicle-bound % 27 and NTR1 ag cell count 20 µM 100.
Screening O=C(NCc1ccccc1Cl)C(=O)NCC1OCCN1S(=O)(=O)c1ccc(F)cc1 (stereo not given) returned T cell modulator inactive, NS5 inhibitors -5%, UTI89 phage lysis 0.0%, Large T inhibition 21%, NTR1 ag 0.8, RSV antiviral HEp-2 1.7%, West Nile antiviral -1.1%, PhoP inhibition -2%, Rac1 GTP hydrolysis 6%, T cell modulator vesicle-bound % 10 and NTR1 ag cell count 20 µM 61.
CCOc1cc2[nH]c(=S)n(CC3CCCN3CC)c(=O)c2cc1OCC (stereo not given) was read as T cell modulator inactive, NS5 inhibitors -5%, UTI89 phage lysis 0.4%, Large T inhibition 7%, NTR1 ag 1.8, RSV antiviral HEp-2 -0.3%, West Nile antiviral -0.5%, PhoP inhibition -8%, Rac1 GTP hydrolysis 8%, T cell modulator vesicle-bound % 14 and NTR1 ag cell count 20 µM 71.
`Cc1cc(N2CCCC2)ccc1/C=C1\NC(=S)N(C)C1=O` gave T cell modulator inactive, UTI89 phage lysis 2.9%, Large T inhibition 21%, NTR1 ag -3.5, RSV antiviral HEp-2 2.3%, West Nile antiviral -0.8%, PhoP inhibition 6%, Rac1 GTP hydrolysis 21%, T cell modulator vesicle-bound % 72 and NTR1 ag cell count 20 µM 77.
Screening CCOC(=O)N1N=C(c2ccc(OC)cc2)CC1(O)C(F)(F)F (stereo not given) returned T cell modulator inactive, NS5 inhibitors 1%, UTI89 phage lysis -0.1%, Large T inhibition 5%, NTR1 ag 0.0, RSV antiviral HEp-2 2.6%, West Nile antiviral -0.3%, PhoP inhibition -6%, Rac1 GTP hydrolysis 13%, T cell modulator vesicle-bound % 23 and NTR1 ag cell count 20 µM 89.
Screening CC(C)(C)OC(=O)[C@H](Cc1ccccc1)NC(=O)c1nc[nH]c1C(=O)N1CCNCC1 returned T cell modulator inactive, NS5 inhibitors -2%, UTI89 phage lysis 1.1%, NTR1 ag 2.3, Rac1 GTP hydrolysis 10%, T cell modulator vesicle-bound % 6 and NTR1 ag cell count 20 µM 61.
For COc1ccc([C@H]2CC(=O)C=C(c3cc(C)ccc3F)C2)cc1 the results were T cell modulator inactive, NS5 inhibitors -2%, UTI89 phage lysis -1.4%, NTR1 ag 0.7, RSV antiviral HEp-2 0.8%, Rac1 GTP hydrolysis 4%, T cell modulator vesicle-bound % 23 and NTR1 ag cell count 20 µM 63.
For CCCCOc1ccc(C(=O)NCC(=O)NCC(c2ccc(F)cc2)N2CCOCC2)cc1 (stereo not given) the results were T cell modulator inactive, NS5 inhibitors 8%, UTI89 phage lysis 0.8%[50 µM], Large T inhibition 10%, NTR1 ag -1.0, RSV antiviral HEp-2 -1.0%, PhoP inhibition -4%, Rac1 GTP hydrolysis 8%, T cell modulator vesicle-bound % 20 and NTR1 ag cell count 20 µM 71.
CC(=O)CCC(=O)N1CCC(n2nccc2NC(=O)c2ccccc2C)CC1 was read as T cell modulator inactive, NS5 inhibitors -8%, UTI89 phage lysis -0.9%[50 µM], Large T inhibition -1%, NTR1 ag 0.7, RSV antiviral HEp-2 -0.3%, West Nile antiviral 0.1%, PhoP inhibition -9%, Rac1 GTP hydrolysis 0%, T cell modulator vesicle-bound % 68 and NTR1 ag cell count 20 µM 62.
`NCCCn1c(C(=O)c2cc(Cl)c(N)c(Cl)c2)c2ccccc2[n+]1[O-]` gave T cell modulator inactive, NS5 inhibitors -2%, UTI89 phage lysis 2.4%, Large T inhibition 9%, NTR1 ag -0.5, RSV antiviral HEp-2 2.6%, Rac1 GTP hydrolysis 17%, T cell modulator vesicle-bound % 31 and NTR1 ag cell count 20 µM 51.
For CC(C#CCN1CCCCC1)OCCOCc1ccccc1 (stereo not given) the results were T cell modulator inactive, NS5 inhibitors 6%, UTI89 phage lysis 0.4%, Large T inhibition 17%, NTR1 ag -0.5, RSV antiviral HEp-2 -0.1%, West Nile antiviral 1.0%, PhoP inhibition -2%, Rac1 GTP hydrolysis 10%, T cell modulator vesicle-bound % 36 and NTR1 ag cell count 20 µM 45.
S=C(NCCCc1ccccc1)Nc1ccc(Br)cc1 was read as T cell modulator inactive, NS5 inhibitors -7%, UTI89 phage lysis 0.0%, Large T inhibition 6%, NTR1 ag 8.0, RSV antiviral HEp-2 9.2%, West Nile antiviral -0.3%, PhoP inhibition 2%, Rac1 GTP hydrolysis 3%, T cell modulator vesicle-bound % 15 and NTR1 ag cell count 20 µM 51.
`CC(C)c1ccc2[nH]c3nc(SCC(=O)NC4CC4)nnc3c2c1` gave T cell modulator inactive, NS5 inhibitors -9%, UTI89 phage lysis 0.5%, Large T inhibition 2%, NTR1 ag -1.3, RSV antiviral HEp-2 7.6%, West Nile antiviral -0.2%, PhoP inhibition 4%, Rac1 GTP hydrolysis 5%, T cell modulator vesicle-bound % 19 and NTR1 ag cell count 20 µM 42.
Cc1nc(N)sc1N=Nc1c(C)n(C)n(-c2ccccc2)c1=O was read as T cell modulator inactive, NS5 inhibitors -1%, UTI89 phage lysis 1.3%[50 µM], Large T inhibition 17µM*, NTR1 ag -0.8, RSV antiviral HEp-2 2.8%, West Nile antiviral 0.2%, PhoP inhibition -4%, Rac1 GTP hydrolysis inconclusive, T cell modulator vesicle-bound % 53 and NTR1 ag cell count 20 µM 56.
Screening Cc1ccccc1C(=O)N1CCN(c2ccc(N3CCOCC3)nn2)CC1 returned T cell modulator inactive, NS5 inhibitors -15%, UTI89 phage lysis 0.9%[50 µM], Large T inhibition 12%, NTR1 ag 0.8, RSV antiviral HEp-2 -1.0%, PhoP inhibition -1%, Rac1 GTP hydrolysis 1%, T cell modulator vesicle-bound % 44 and NTR1 ag cell count 20 µM 60.
`CC(C)c1ccc(NC(=O)C2CCN(S(C)(=O)=O)CC2)cc1` gave T cell modulator inactive, NS5 inhibitors 0%, UTI89 phage lysis 0.4%, Large T inhibition -7%, NTR1 ag 3.4, RSV antiviral HEp-2 1.3%, West Nile antiviral -0.2%, PhoP inhibition 1%, Rac1 GTP hydrolysis 5%, T cell modulator vesicle-bound % 6 and NTR1 ag cell count 20 µM 61.
`CC12CN(C(=S)Nc3ccccc3)CC(C)(CN(C(=S)Nc3ccccc3)C1)C2=O` gave T cell modulator inactive, NS5 inhibitors -1%, UTI89 phage lysis -0.5%, Large T inhibition -10%, NTR1 ag -1.5, RSV antiviral HEp-2 -1.4%, West Nile antiviral 0.2%, PhoP inhibition -8%, Rac1 GTP hydrolysis 3%, T cell modulator vesicle-bound % 56 and NTR1 ag cell count 20 µM 81.
`Cc1cc(C)n(/N=C/c2ccco2)c(=O)c1C#N` gave T cell modulator inactive, NS5 inhibitors 3%, UTI89 phage lysis 0.1%, Large T inhibition 13%, NTR1 ag -1.9, RSV antiviral HEp-2 1.2%, West Nile antiviral 0.9%, PhoP inhibition -8%, Rac1 GTP hydrolysis 5%, T cell modulator vesicle-bound % 55 and NTR1 ag cell count 20 µM 89.

Bioassay records: PubChem BioAssay, several laboratories
